# Screening data from PubChem BioAssay.
# CSN inh – inhibitors of human CSN-mediated cullin deneddylation | Q92905 | Purified CSN, SCF-Nedd8-OG deneddylation, fluorescence polarization | inhibition, % at 12.5 µM | hit rate 0.38% among 360,000;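 active = pattern-corrected inhibition above about 35%, with an unprinted fluorescence ratio check between 0.5 and 1.5, limit read from the data, passing the limit was not always enough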;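 also: 0% = enzyme with substrate and 100% = substrate without enzyme; some results filed as inactive read as strong as hits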
#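 test system = HEK293T-derived human Csn5 enzyme | amount = 0.24 nM Csn5 enzyme, final concentration | medium = Tris/NaCl/DTT buffer, pH 7.5 | schedule = 90 min reaction at room temperature | signal = FP | evaluation = inhibition of Csn5 cleavage, % | compound dosing = single dose of 12.5 µM compound with 0.25% DMSO | probe or stimulus = 10 nM SCFSkp2-Nedd8OG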
# Scp-1 inhibitor – blocks human Scp-1 phosphatase activity | Q9GZU7 | Recombinant Scp1, phosphopeptide, malachite green phosphate absorbance | inhibition, % at 20 µM | hit rate 0.88% among 340,000 | AID 493091;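 active = inhibition above about 50% at 20 µM, limit read from the data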;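 also: plate controls were DMSO wells with enzyme for no effect and wells lacking enzyme for full effect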
# Target sequence (Q9GZU7 76-261 limits assumed): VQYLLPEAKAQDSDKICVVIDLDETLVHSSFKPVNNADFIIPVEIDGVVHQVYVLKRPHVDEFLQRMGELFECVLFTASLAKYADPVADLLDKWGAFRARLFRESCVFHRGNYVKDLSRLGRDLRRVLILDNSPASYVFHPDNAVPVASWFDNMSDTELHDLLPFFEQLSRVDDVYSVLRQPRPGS
#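 Test system: SCP-1 catalytic domain; Buffer or medium: Acidic Tris acetate buffer with magnesium and detergent; Also added: Phosphorylated 17-residue peptide substrate; Compound: single 20 µM dose, 1% DMSO; Schedule: enzyme reaction 45 min at room temperature, colour 5 min, stabilisation 30 min; Signal: Phosphate-binding colour reagent, absorbance read at 630 nm.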
# SUMO1 PPI mod – alters human SUMO1 binding to SIM partners | P63165 | SUMO1 binding to a labelled peptide, TR-FRET, 1 h | inhibition, % at 20 µM | hit rate 0.33% among 360,000 | AID 602429; in the data active = inhibition above about 37%
# PABP1 MLLE inh – blocks PAM2 peptide binding to the PABP1 MLLE domain | P11940 | GST-MLLE / FITC-PAM2 fluorescence polarization | inhibition, % at 20 µM | hit rate 0.36% among 360,000 | AID 588489; in the data active = inhibition above about 35%, passing the limit was not always enough;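 also: plate controls were DMSO wells with GST-MLLE for no effect and wells lacking GST-MLLE protein for full effect; some results filed as inactive read as strong as hits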
# Target sequence (P11940 whole entry, looked up, the tested form may be a part): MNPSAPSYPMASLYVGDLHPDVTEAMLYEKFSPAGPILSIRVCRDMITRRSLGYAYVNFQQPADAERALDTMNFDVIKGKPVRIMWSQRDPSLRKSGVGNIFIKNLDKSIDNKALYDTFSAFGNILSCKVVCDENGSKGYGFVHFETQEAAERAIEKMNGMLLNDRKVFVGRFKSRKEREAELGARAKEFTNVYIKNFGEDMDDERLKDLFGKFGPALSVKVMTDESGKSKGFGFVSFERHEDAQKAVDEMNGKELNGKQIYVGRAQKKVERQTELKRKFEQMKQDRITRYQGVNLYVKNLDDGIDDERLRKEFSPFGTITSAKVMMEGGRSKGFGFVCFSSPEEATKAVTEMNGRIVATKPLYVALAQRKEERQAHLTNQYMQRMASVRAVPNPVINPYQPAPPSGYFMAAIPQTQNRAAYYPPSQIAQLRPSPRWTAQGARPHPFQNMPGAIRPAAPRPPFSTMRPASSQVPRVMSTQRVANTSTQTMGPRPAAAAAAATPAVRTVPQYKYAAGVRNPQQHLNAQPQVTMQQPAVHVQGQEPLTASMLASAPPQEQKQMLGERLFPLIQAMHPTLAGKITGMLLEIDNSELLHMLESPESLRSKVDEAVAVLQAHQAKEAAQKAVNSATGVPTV
# Rpn11 block – blocks the human proteasome subunit Rpn11 | O00487 | human 26S proteasome, Ub4-pepOG fluorescence polarization; 20S core pre-blocked with epoxomicin | AID 588493 | hit rate 0.59% among 360,000 | calls only at 20 µM;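 active = inhibition at 20 µM, scaled to each plate's controls, above about 33%, limit read from the data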
# NadD inh – inhibitors of Staphylococcus aureus NadD. hit rate 0.78% among 360,000. purified NadD enzyme, colorimetric absorbance read-out. inhibition, % at 20 µM; in the data active = inhibition above about 26%; also: some compounds past the cut are filed as inactive
# DNMT1 inh – DNMT1 (human) enzyme inhibition; P26358; DNMT1 molecular beacon, Hinp1I cleavage, fluorescence; inhibition (reported as % activation of signal), % at 10 µM; hit rate 0.83% among 360,000; AID 588458; in the data active = inhibition above about 50%
# TbMetRS inhib – blocks T. brucei methionyl-tRNA synthetase activity; purified T. brucei MetRS, ATP depletion, Kinase-Glo luminescence; inhibition, % at 11.9 µM; hit rate 0.4% among 360,000; AID 624268;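 active = inhibition above a per-plate cutoff of the control wells' mean inhibition plus 3 SD, cut at about 5.5% in these data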;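 also: 0% = DMSO wells median and 100% = median of wells with control inhibitor compound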
#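 Assay system: T. brucei methionyl-tRNA synthetase, purified | Medium: HEPES buffer with MgCl2, KCl, DTT, spermine, BSA, pyrophosphatase | Compound: 11.9 µM single point | Incubation: 15 min enzyme-compound preincubation, 2 h reaction, 10 min detection, 25 °C | Measured by: Kinase-Glo luciferase luminescence reporting remaining unconsumed ATP | Measure: % inhibition normalized to control-well medians | Replication: Singlicate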
# LMPTP block – blocks human LMPTP phosphatase; P24666; recombinant LMPTP-A, OMFP fluorogenic substrate, fluorescence intensity; inhibition, % at 20 µM; hit rate 0.22% among 360,000; AID 651560;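 active = compounds that cut the enzyme signal by at least half of the control window in the single-dose screen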;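 also: plate controls were DMSO wells with enzyme plus substrate for no effect and substrate without enzyme for full effect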
# Target sequence (P24666 whole entry, looked up): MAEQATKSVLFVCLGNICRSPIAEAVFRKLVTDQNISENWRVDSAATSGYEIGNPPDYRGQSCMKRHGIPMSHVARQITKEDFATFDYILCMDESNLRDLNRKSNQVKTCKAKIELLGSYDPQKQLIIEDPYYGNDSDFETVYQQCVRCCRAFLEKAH
#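 Material: LMPTP-A; amount: 0.625 nM enzyme; doses: single 20 µM dose; times: reaction 50 min, room temperature, dark; technique: fluorescence intensity of OMFP turnover product; benchmarks: no-enzyme and uninhibited controls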
# STEP inh – blocks human striatal-enriched tyrosine phosphatase; inhibition, % at 20 µM; recombinant STEP, OMFP fluorogenic substrate, fluorescence; hit rate 0.25% among 360,000;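 active = inhibition at 20 µM, scaled per plate between control wells, above about 37%, limit read from the data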;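 also: 0% = DMSO with enzyme and substrate and 100% = substrate only without enzyme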
#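 Test system: STEP tyrosine phosphatase / Reagent: OMFP at 25 µM / Doses: 20 µM, 1% DMSO / Read-out: percent inhibition scaled to no-enzyme and uninhibited-enzyme controls, plate-pattern corrected / Detection: FITC-channel fluorescence of OMFP product / Medium: Bis-Tris buffer pH 6.0, 2.5 mM DTT, 0.005% Tween 20 / Schedule: 20 min at room temperature, dark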
# Starred values were filed as active, the others as inactive; i = inactive; . = no result given; + = active, no number.
SMILES,CSN inh,Scp-1 inhibitor,SUMO1 PPI mod,PABP1 MLLE inh,Rpn11 block,NadD inh,DNMT1 inh,TbMetRS inhib,LMPTP block,STEP inh
CC(C)Oc1ccc(CN2CCC(n3nccc3NC(=O)C3CC3)CC2)cc1,0,-9,-2,-1,i,-3,1,-0.3,-1.0,0
Cc1ccc(C(=O)N2CCN(S(=O)(=O)c3ccccc3[N+](=O)[O-])CC2)o1,-3,34,-2,-9,i,-3,14,0.6,0.1,4
CCC1(CC)NC(=O)N(CC(=O)N2CCN(S(=O)(=O)c3cccc(F)c3)CC2)C1=O,2,-2,1,14,i,0,-1,-0.1,-1.0,-2
CC(=O)NCc1ccc(C(=O)CN2C(=O)NC3(CCCCC3C)C2=O)s1 (centres undefined),0,1,2,2,i,2,-6,0.3,-0.4,1
C=CCSc1[nH]c(=O)cc(C)c1C(N)=O,-5,-7,1,-3,i,4,-2,0.0,-2.0,-2
O=c1ccc2cc(S(=O)(=O)N3CCN(c4ccc(Cl)cc4)CC3)ccc2o1,0,-3,3,-20,i,0,3,-0.3,-1.2,-1
O=C(CN1C(=O)NC2(CCCC2)C1=O)OCc1cc(=O)n2cc(Br)ccc2n1,5,55*,-24,-18,i,3,58*,0.0,14,-1
Cc1ccc(NC2CCCN(C(=O)CSc3ccncc3)C2)cc1C (centres undefined),-1,-8,-1,18,i,2,1,-0.3,-0.9,2
CCCCn1c(N)c(N(CCOC)C(=O)c2oc3ccc(Br)cc3c2C)c(=O)[nH]c1=O,4,0,2,-37,i,5,5,0.1,0.0,-2
Cc1csc2ncc(C(=O)Nc3cccc(C(F)(F)F)c3)c(=O)n12,7,-10,-2,9,i,-2,68*,-0.3,0.8,-2
N#CCCn1cc(C(=O)O)c(-c2ccc3ccccc3c2)n1,0,-10,-3,-2,i,-8,1,-1.0,-0.8,-3
COCC1CCCN(C(=O)c2ccc(OC3CCN(Cc4ccccn4)CC3)cc2)C1 (centres undefined),-2,0,-1,-4,i,-5,0,-0.4,0.5,1

# Copied from the results shown for reference:
SMILES,CSN inh,Scp-1 inhibitor,SUMO1 PPI mod,PABP1 MLLE inh,Rpn11 block,NadD inh,DNMT1 inh,TbMetRS inhib,LMPTP block,STEP inh
CC(C)Oc1ccc(CN2CCC(n3nccc3NC(=O)C3CC3)CC2)cc1,0,-9,-2,-1,i,-3,1,-0.3,-1.0,0
Cc1ccc(C(=O)N2CCN(S(=O)(=O)c3ccccc3[N+](=O)[O-])CC2)o1,-3,34,-2,-9,i,-3,14,0.6,0.1,4
CCC1(CC)NC(=O)N(CC(=O)N2CCN(S(=O)(=O)c3cccc(F)c3)CC2)C1=O,2,-2,1,14,i,0,-1,-0.1,-1.0,-2
CC(=O)NCc1ccc(C(=O)CN2C(=O)NC3(CCCCC3C)C2=O)s1 (centres undefined),0,1,2,2,i,2,-6,0.3,-0.4,1
C=CCSc1[nH]c(=O)cc(C)c1C(N)=O,-5,-7,1,-3,i,4,-2,0.0,-2.0,-2
O=c1ccc2cc(S(=O)(=O)N3CCN(c4ccc(Cl)cc4)CC3)ccc2o1,0,-3,3,-20,i,0,3,-0.3,-1.2,-1
O=C(CN1C(=O)NC2(CCCC2)C1=O)OCc1cc(=O)n2cc(Br)ccc2n1,5,55*,-24,-18,i,3,58*,0.0,14,-1
Cc1ccc(NC2CCCN(C(=O)CSc3ccncc3)C2)cc1C (centres undefined),-1,-8,-1,18,i,2,1,-0.3,-0.9,2
CCCCn1c(N)c(N(CCOC)C(=O)c2oc3ccc(Br)cc3c2C)c(=O)[nH]c1=O,4,0,2,-37,i,5,5,0.1,0.0,-2
Cc1csc2ncc(C(=O)Nc3cccc(C(F)(F)F)c3)c(=O)n12,7,-10,-2,9,i,-2,68*,-0.3,0.8,-2

# (cont.)
SMILES,CSN inh,Scp-1 inhibitor,SUMO1 PPI mod,PABP1 MLLE inh,Rpn11 block,NadD inh,DNMT1 inh,TbMetRS inhib,LMPTP block,STEP inh
OC1CCCN(c2c3c(nc4cc(-c5cccc(F)c5)nn24)CCCC3)C1 (centres undefined),3,-5,3,-4,i,1,0,-0.9,2.4,0
CN1C(=O)C(O)(CC(=O)c2cccs2)c2ccccc21 (centres undefined),3,-1,-1,-8,i,1,2,-0.6,-0.7,-2
CC(C)(C)NC(=O)C(c1ccc(O)cc1)N(C(=O)Cn1nnc(-c2ccc(F)cc2)n1)c1ccccc1F (centres undefined),4,-5,-2,3,i,6,-3,-0.6,3.1,-3
O=C(NCc1cccnc1)C(=O)Nc1nc(C23CC4CC(CC(C4)C2)C3)cs1,-2,-4,7,-3,i,9,1,3.6,-0.7,-1
CCN(CC(=O)Nc1ccccc1OC)CC(=O)Nc1sccc1C#N,1,-10,2,-11,i,-5,-6,0.1,1.1,-3
COCCNC(=O)NC(=O)COC(=O)C1(c2ccc(Cl)cc2)CC1,0,-6,-1,0,i,3,1,0.5,-0.1,-3
CN1CCN(C(=O)C2CCN(S(=O)(=O)c3ccc(F)cc3)CC2)CC1,0,-7,0,2,i,-12,1,0.3,-0.1,-1
Cc1cc(C)cc(N(C(=O)c2csnn2)C(C(=O)NC2CCCCC2)c2ccncc2)c1 (centres undefined),0,-2,8,6,i,2,2,0.5,-0.2,-1
Cc1ccc(-c2cnc(-c3ccccc3C(=O)O)o2)cc1,-1,-5,3,-5,i,-7,-5,-0.3,-2.2,1
O=C(N/N=C/c1ccccc1Cl)C1CC1,1,1,-1,-10,i,-5,2,-1.0,-0.3,-7
NC(=S)N=Nc1c(O)n(CCCl)c2ccccc12,6,-5,-15,14,i,-1,0,0.2,2.0,0
O=C(N/N=C/c1ccsc1)c1cc2ccccc2o1,0,18,-7,0,i,-6,-1,-0.4,-0.2,6
COc1ccc(OC)c(S(=O)(=O)Nc2c(C)n(C)n(-c3ccccc3)c2=O)c1,-6,0,3,11,i,-2,2,-0.8,0.5,-3
COc1ccc(NC(C)=O)cc1S(=O)(=O)NCCc1ccccn1,-1,0,2,12,i,-1,10,0.0,1.3,2
CCOC(=O)c1ccc(NC(=O)CSc2nnnn2C2CCCCC2)cc1,1,-10,1,-7,i,-1,5,0.1,-1.8,-2
CCSC1=N/C(=C\c2ccccc2)C(=O)N1,1,-2,-3,-3,i,-2,4,-0.2,0.5,3
Cc1ccc(S(=O)(=O)N(C)CC(=O)N2CCCc3ccccc32)cc1,3,5,2,-3,i,4,0,0.1,-0.7,-1
CCN(CC)Cc1c(O)ccc2c([N+](=O)[O-])c(C)n(-c3ccc(OC)cc3)c12,5,-2,-23,-12,i,-2,-2,-0.7,2.2,2
CC(C)(C)c1ccc(S(=O)(=O)N2CCN(Cc3cc4c(cc3O)OCO4)CC2)cc1,-1,-4,-2,29,i,-4,-12,-0.3,1.9,0
O=C1[C@H]2[C@@H](c3ccc(F)cc3)N3C(=O)N(c4cccc(F)c4)C(=O)[C@@]3(Cc3ccc(Cl)cc3)[C@H]2C(=O)N1C1CCCCC1,4,-9,3,6,i,13,-11,-0.4,0.4,0
COc1cc2c(cc1OC)CN(C(=O)COc1ccccc1[N+](=O)[O-])CC2,-1,-3,-2,-2,i,-12,-2,-0.6,-0.5,1
CCN1CCCC1CN(Cc1cc2ccc(C)cc2[nH]c1=O)C(=S)Nc1ccccc1C(=O)OC (centres undefined),6,9,1,-39,i,6,-8,-0.5,1.5,1
Cc1ccc(S(=O)(=O)N2CCN(C(=O)COC(=O)c3oc4ccccc4c3C)CC2)cc1,2,-11,-1,3,i,3,2,-0.2,2.1,1
CCNc1nc(NCC)nc(NS(=O)(=O)c2ccc(N)cc2)n1,-4,-5,0,0,i,1,1,-1.3,-1.4,0
COc1cccc(C(=O)Nc2ccccc2)c1,-3,-6,-5,8,i,-2,0,-1.4,0.1,2
COCCn1c(SCc2nc3scc(-c4ccc(Cl)cc4)c3c(=O)[nH]2)nnc1-c1cccc(C)c1,-1,4,1,-41,+,33*,-3,0.1,3.9,-1
C=CCn1cnc2c(sc3nc(C)cc(C)c32)c1=O,0,-11,3,7,i,5,1,-0.8,-0.8,-1
Cc1cccc(CS(=O)(=O)c2nnc([C@H](Cc3ccccc3)NC(=O)OC(C)(C)C)o2)c1,0,-6,2,7,i,3,4,-0.7,1.3,1
Cc1nc(N2CCN(S(=O)(=O)c3ccc(F)cc3)CC2)c2c(-c3cccs3)csc2n1,10,9,-1,-17,i,23,-6,-0.7,3.9,2
O=C(O)CCc1nc2cc(C(F)(F)F)ccc2n(Cc2ccccc2)c1=O,0,-5,-1,-7,i,2,-5,0.7,1.3,5
CC(=O)N=Nc1[nH]c(N)c2ccccc12,1,-4,-2,-7,i,-2,-1,-0.3,-3.7,0
CCN(CCN(C)C)C(=O)c1ccc2nc(C)c(N(C)C(=O)CCc3ccccc3)n2c1,-4,.,4,4,i,4,3,-0.3,-6.3,2
COC(=O)C1(Cc2ccc(O)c(CC3OC3(C)C)c2)OC(=O)C(O)=C1c1ccc(O)cc1 (centres undefined),-5,7,-2,-5,i,3,-3,-0.1,0.4,-3
Cc1ccc(-n2cc(CNCCN3CCOC3=O)c(-c3ccc(F)cc3)n2)cc1,6,-4,2,-3,i,-17,-3,-1.0,-1.4,-5
COC(=O)C1=C(C)NC(C)=C(C(=O)OC)C1C(=O)OCC(=O)c1ccc(F)cc1,-6,-12,6,-1,i,-3,0,-0.6,-0.5,5
COC(=O)C1=C(C)NC(=O)C1(Nc1ccc(Cl)cn1)C(F)(F)F (centres undefined),2,-3,2,9,i,1,-5,-0.2,-2.2,3
CCOc1cc(/C=C/C(=O)c2ccc(C)cc2)ccc1OCC(=O)N(C)C,3,-2,-9,1,i,-2,-3,-0.4,-1.1,1
CC(=O)Nc1cccc(-c2ccnc3c2CC(C(=O)Nc2cccc(NS(C)(=O)=O)c2)O3)c1 (centres undefined),-1,.,1,-4,i,2,3,0.1,0.6,-1
